TSG101-PTAP inh: blocks PTAP/TSG101 interaction to inhibit HIV-1 budding | Q99816 | Fluorescence polarization, FITC-PTAP peptide / Tsg101 binding | Potency, µM (highest dose often 115 µM), inactives show at the top dose activity change, negative = inhibition, hits mostly inhibitors | 340,000 tested, under 10 active | AID 493005; active = well fitted inhibition curve with a large enough effect in the main read-out, with a control signal flat, not every such curve was filed as active; inconclusive = small, poorly fitted or top-dose-only effect, or effect the other way, or a change in a side signal; inactive = no such curve, though single readings can be large or run the other way; also: potency is read from the fitted curve at half-maximal effect; % of control where 0% means no effect
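Fluorescence anisotropy tracks displacement of a FITC-tagged PTAP peptide (50 nM) from the Tsg101 binding domain (10 uM), following a 20 min room-temperature incubation at pH 7.5.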
GALK inhibitor: galactokinase (human) inhibition. Purified GALK, Kinase-Glo residual ATP luminescence. Potency, µM (titrated, usually from 57.5 µM), without a hit: at the top dose activity change, negative = inhibition, actives largely listed as inhibitors. 0.007% of 270,000 active. AID 1868; also: potency is read from the fitted curve at half-maximal effect; % is scaled to controls: 0 for no effect and ±100 for the full control effect
Target sequence (P51570 whole entry, looked up): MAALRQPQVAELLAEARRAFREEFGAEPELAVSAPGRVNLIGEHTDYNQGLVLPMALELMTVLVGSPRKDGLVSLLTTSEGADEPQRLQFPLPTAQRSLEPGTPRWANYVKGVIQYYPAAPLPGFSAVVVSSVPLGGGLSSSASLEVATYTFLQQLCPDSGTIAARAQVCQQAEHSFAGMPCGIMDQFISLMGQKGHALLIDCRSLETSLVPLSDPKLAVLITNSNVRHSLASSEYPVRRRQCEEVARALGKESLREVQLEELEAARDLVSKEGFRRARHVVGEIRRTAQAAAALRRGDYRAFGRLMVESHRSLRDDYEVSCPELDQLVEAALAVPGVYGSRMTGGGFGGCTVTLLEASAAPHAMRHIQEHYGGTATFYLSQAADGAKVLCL
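Kinase-Glo Plus luminescence measured ATP left after a 1 h room-temperature reaction. The reaction used 5 nM GALK, 100 uM galactose and 35 uM ATP at pH 8.0 (20 mM HEPES, 5 mM MgCl2, 60 mM NaCl, 1 mM DTT, 0.01% BSA).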
Tb PFK inh: T. brucei PFK enzyme inhibition. T. brucei PFK, ADP-Glo luminescence. Potency, µM (top dose mostly 57.5 µM), for inactives: at the highest dose activity, negative = inhibition, usual class: inhibitors. 0.17% of 330,000 active. AID 485367;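 also: potency is read from the fitted curve at half-maximal effect; 0% = uninhibited 1x PFK enzyme wells and -100% = no-enzyme wells; nearly all actives have a fitted effect of over 60% in size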
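ADP-Glo luminescence quantified ADP after 45 min at room temperature, with 1.25 nM T. brucei PFK, 0.1 mM ATP and 0.5 mM fructose-6-phosphate in pH 8.0 TEA buffer. qHTS titrations up to 57 µM; curves classified by quality.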
Integrin act MD: activators of alpha7 integrin expression for muscular dystrophy; 0.064% of 350,000 active; alpha7betagal myoblasts, beta-gal FDG fluorescence, 48 h; AID 624291; Potency, µM (series often up to 38.3 µM), for the others: top-dose activation, actives largely listed as activators;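 also: potency is read from the fitted curve at half-maximal effect; 100% = response of the positive control SU9516; nearly all actives have a fitted effect of over 60% in size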
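Alpha7betagal+/- myoblasts (passage 13) were plated 16-24 hr, then exposed to compounds (1:260 dilution of DMSO stock) for 48 hours at 37C. After MPER lysis, β-galactosidase reporter activity was read as FDG fluorescence (ex 480/em 540) after 30 minutes.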
FBPA coupling cs: counter-screen for Giardia aldolase inhibitors: coupling enzyme system; coupling enzyme system counterscreen, AmpLite Red fluorescence; activity change, negative = inhibition, % at 58.2 µM, hits read low; 0.67% of 290,000 active; AID 2472; in the data active = activity change below about -30%; also: % is scaled to controls: 0 for no effect and ±100 for the full control effect
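Fluorescence at 525 nm excitation and 598 nm emission measured inhibition of the coupled detection system without aldolase. Compounds (at 57.5 uM final) were preincubated 10 min at room temperature with coupling enzyme reagent before a 20 min substrate/AmpLite Red step.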
Chronic BCR inh: inhibitors of chronic active B-cell receptor signaling | ABC-DLBCL IkBa-CBG/CBR reporter, luminescence ratio, 4 h | Potency, µM (top dose mostly 46.1 µM), without a hit: top-dose ratio change, negative = lower green/red ratio, usual class: inhibitors | 0.05% of 340,000 active; active = well fitted inhibition curve with a large enough effect in the signal ratio, with a control signal flat, not every such curve was filed as active; inconclusive = small, poorly fitted or top-dose-only effect, or effect the other way, or a change in a side signal; the % refers to the signal ratio;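 also: potency is read from the fitted curve at half-maximal effect; plate controls were basal doxycycline-induced cells for no effect and cells given 10 µM MG132 for full effect; MG132 reads +100%, hits lower the ratio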
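Cell line TMD8 (human ABC DLBCL), stably expressing tet-inducible CBG68-IkBa fusion and CBR; IMDM/0.5% FBS; cpd up to 46 uM; dox induction, 4 h, 37C/5% CO2; dual luminescence; green/red ratio; MG132 control.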
Giardia killer: kills Giardia lamblia; Giardia lamblia trophozoite viability; activity change, % at 7.66 µM, hits read low; 0.15% of 340,000 active; in the data active = activity change below about -80%; inconclusive = between about -30% and that limit;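 also: parasites exposed to compound for two days anaerobically before the ATP read; % is scaled to controls: 0 for no effect and ±100 for the full control effect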
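Each well holds 100 Giardia trophozoites and compound. After two days (48 hrs) at 37 deg C in anaerobic conditions, ATP is quantified by luminescence.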
S-ASM inh: human S-ASM enzyme inhibition; P17405; placental ASM, HMU-PC fluorogenic substrate, 60 min; Potency, µM (doses to about 57.5 µM), for inactives: at the top dose activity change, negative = inhibition, most hits filed as inhibitors; 0.006% of 340,000 active; also: potency is read from the fitted curve at half-maximal effect
Target sequence (P17405 47-631 limits assumed): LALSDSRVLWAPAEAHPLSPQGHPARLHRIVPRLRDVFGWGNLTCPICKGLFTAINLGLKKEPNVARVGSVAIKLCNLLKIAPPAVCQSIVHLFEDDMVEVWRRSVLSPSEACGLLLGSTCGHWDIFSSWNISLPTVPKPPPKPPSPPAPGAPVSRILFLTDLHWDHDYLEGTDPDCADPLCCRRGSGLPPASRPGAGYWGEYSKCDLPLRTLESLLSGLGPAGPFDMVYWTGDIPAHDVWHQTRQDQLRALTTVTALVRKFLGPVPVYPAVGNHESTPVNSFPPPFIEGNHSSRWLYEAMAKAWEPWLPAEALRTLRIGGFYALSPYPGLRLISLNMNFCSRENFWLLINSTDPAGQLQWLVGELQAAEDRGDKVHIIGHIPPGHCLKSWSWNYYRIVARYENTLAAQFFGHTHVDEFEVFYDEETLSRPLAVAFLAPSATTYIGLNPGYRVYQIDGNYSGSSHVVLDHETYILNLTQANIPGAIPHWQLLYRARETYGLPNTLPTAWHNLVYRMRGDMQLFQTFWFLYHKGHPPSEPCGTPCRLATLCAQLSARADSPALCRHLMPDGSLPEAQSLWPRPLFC
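Fluorogenic HMU-PC substrate (9 uM final) is turned over by placental ASM in 60 min at 37 C after a 10 min compound preincubation. Reaction ended by alkaline stop (pH 10), with fluorescence read at 386/447 nm.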
B2AR arrestin: recruits beta-arrestin to the human beta2-adrenergic receptor; beta-arrestin recruitment to beta2AR, cell-based reporter; Potency, µM (doses to about 46.1 µM), inactives show at the top dose activation, most hits filed as activators; 0.02% of 330,000 active;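 also: potency is read from the fitted curve at half-maximal effect; 0% = DMSO controls and full agonism = EC100 isoproterenol or metaproterenol; nearly all actives have a fitted effect of over 65% in size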
PKM2 activator: activators of human pyruvate kinase M2; purified PKM2, Kinase-Glo ATP luminescence, activation; response scale: 0% is enzyme alone, no compound; Potency, µM (titrated, usually from 57.5 µM), inactives show at the top dose activation, hits mostly activators; 0.34% of 260,000 active; AID 1631; also: potency is read from the fitted curve at half-maximal effect; % is scaled to controls: 0 for no effect and ±100 for the full control effect; nearly all actives have a fitted effect of over 55% in size
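Kinase-Glo luminescence reports ATP generated from ADP (0.1 mM) and PEP (0.5 mM) by purified hPK-M2 after 1 h at room temperature, pH 7.2 imidazole buffer; intermediate enzyme activity allows detecting inhibitors and activators.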
Menin-MLL TR inh: displaces Texas Red mutant MLL peptide from human menin; O00255; Menin + Texas Red MLL mutant peptide, fluorescence polarization; Potency, µM (series often up to 61.6 µM), for inactives: top-dose FP activity change, negative = inhibition, most hits filed as inhibitors; 0.23% of 270,000 active; AID 1768; active = well fitted inhibition curve with a large enough effect in the polarisation, with a control signal flat, not every such curve was filed as active; inconclusive = small, poorly fitted or top-dose-only effect, or effect the other way, or a change in a side signal; inactive = no such curve, though single readings can be large or run the other way; the % refers to the polarisation; also: potency is read from the fitted curve at half-maximal effect; % of control where 0% means no effect; many of its hits are not listed in these tables
* hit, by the source's call; & = joins results of further samples; [ ] = another dose, or the depositor's remark. Unless noted, calls follow the shape of the dose curve; as a rule, active = well fitted curve in the direction sought with a large enough effect; inconclusive = small, poorly fitted or top-dose-only effect, or another doubt; inactive = no such curve, though single readings can be large; an effect the other way counts as inactive or inconclusive. These rows are one share of the data (hit frequency here may not be typical).

How did O=C(COc1ccc(Br)cc1)OCC(=O)N1CCOCC1 do in these assays?
TSG101-PTAP inh: -8%; Tb PFK inh: 0%; Integrin act MD: 8%; Chronic BCR inh: 4%; Giardia killer: 2; S-ASM inh: -1%; B2AR arrestin: 0.2%

What do the screens show for `CCOC(=O)C(C(C)=O)C(c1ccc(OCCC(C)C)cc1)C(C(C)=O)C(=O)OCC` (stereo not drawn)?
TSG101-PTAP inh: -5%; GALK inhibitor: -3%; Tb PFK inh: -2%; Integrin act MD: 0%; FBPA coupling cs: 0; Chronic BCR inh: 5%; Giardia killer: -5; S-ASM inh: 0%; B2AR arrestin: -0.8%; PKM2 activator: 22%; Menin-MLL TR inh: -20%

What do the screens show for `NC(=O)CSc1nc2scc(-c3ccco3)c2c(=O)n1-c1ccccc1`?
TSG101-PTAP inh: -9%; GALK inhibitor: -3%; Tb PFK inh: -7%; Integrin act MD: -4%; FBPA coupling cs: 3; Chronic BCR inh: 6%; Giardia killer: 10; S-ASM inh: -4%; B2AR arrestin: -0.1%; PKM2 activator: inconclusive; Menin-MLL TR inh: 11%

Results for COc1ccc(C(NCC(=O)Nc2c(C)cccc2C)c2ccccc2)cc1 (stereo not drawn) ?
TSG101-PTAP inh: 1%; GALK inhibitor: 4%; Tb PFK inh: -7%; Integrin act MD: inconclusive; FBPA coupling cs: 2; Chronic BCR inh: inconclusive; Giardia killer: 21; S-ASM inh: 3%; B2AR arrestin: 0.4%; Menin-MLL TR inh: inconclusive

Results for O=C(Nc1nc(-c2ccccn2)cs1)c1cc(S(=O)(=O)N2CCOCC2)ccc1F ?
TSG101-PTAP inh: -7%; Tb PFK inh: 7%; Integrin act MD: -53%[inhibitor]; Chronic BCR inh: 3%; Giardia killer: -13; S-ASM inh: -4%; B2AR arrestin: 0.4%

Results for CN(C(=O)CSC1=NCCS1)c1ccccc1 ?
TSG101-PTAP inh: -1%; GALK inhibitor: -1%; Tb PFK inh: 1%; Integrin act MD: -40%; FBPA coupling cs: 1; Chronic BCR inh: -1%; Giardia killer: 21; S-ASM inh: 0%; B2AR arrestin: -0.1%; PKM2 activator: -2%; Menin-MLL TR inh: -4%

What do the screens show for `NC1=C([N+](=O)[O-])C(c2ccccc2)C2=C(CCCC2=O)O1` (stereo not drawn)?
TSG101-PTAP inh: -1%; GALK inhibitor: 1%; Tb PFK inh: 1%; Integrin act MD: -5%; FBPA coupling cs: 0; Chronic BCR inh: 0%; Giardia killer: -10; S-ASM inh: 8%; B2AR arrestin: -2.8%; PKM2 activator: -7%; Menin-MLL TR inh: 4%

What do the screens show for `CC1(C)NC(=O)N(CCC(=O)Nc2cc(C(F)(F)F)ccc2Cl)C1=O`?
TSG101-PTAP inh: -12%; Tb PFK inh: -1%; Integrin act MD: 11%; Chronic BCR inh: -1%; Giardia killer: 9; S-ASM inh: 6%; B2AR arrestin: -0.1%

What do the screens show for `CC(=O)NCc1ccc(-c2csc(N)n2)s1`?
TSG101-PTAP inh: -6%; GALK inhibitor: -1%; Tb PFK inh: -2%; Integrin act MD: -7%; FBPA coupling cs: -12; Chronic BCR inh: 0%; Giardia killer: -22; S-ASM inh: 2%; B2AR arrestin: 0.3%; PKM2 activator: 8%; Menin-MLL TR inh: inconclusive

What do the screens show for `C=CCn1c(CSc2nc3ccccc3s2)nnc1SCC(=O)NCCN1CCOCC1`?
TSG101-PTAP inh: -5%; GALK inhibitor: 3%; Tb PFK inh: 0%; Integrin act MD: 4%; FBPA coupling cs: 2; Chronic BCR inh: -1%; Giardia killer: 5; S-ASM inh: 3%; B2AR arrestin: -0.5%; PKM2 activator: 0%; Menin-MLL TR inh: -9%

What do the screens show for `COc1ccccc1[C@H]1C(c2cccc(C)c2)=NN(c2ccccc2)[C@@H]1CO`?
TSG101-PTAP inh: -5%; Tb PFK inh: -6%; Integrin act MD: -29%; FBPA coupling cs: -5; Chronic BCR inh: -4%; Giardia killer: -4; S-ASM inh: inactive; B2AR arrestin: -0.2%; Menin-MLL TR inh: inconclusive

What do the screens show for `NC(=O)c1sc2nc3c(c(-c4ccco4)c2c1N)CCCC3`?
TSG101-PTAP inh: -4%; GALK inhibitor: 3%; Tb PFK inh: -1%; Integrin act MD: inconclusive; FBPA coupling cs: 5; Chronic BCR inh: inconclusive; Giardia killer: 2; S-ASM inh: -3%; B2AR arrestin: -0.2%; PKM2 activator: 2%

Results for Fc1ccc(Cn2nnc3ccccc32)cc1 ?
TSG101-PTAP inh: -5%; GALK inhibitor: 7%; Tb PFK inh: -9%; Integrin act MD: -15%; FBPA coupling cs: -1; Chronic BCR inh: inconclusive; Giardia killer: -5; S-ASM inh: -2%; B2AR arrestin: 0.2%; Menin-MLL TR inh: 9%

Results for CN(Cc1ccccc1)c1ncnc2ccc(Br)cc12 ?
TSG101-PTAP inh: -7%; GALK inhibitor: -3%; Tb PFK inh: -2%; Integrin act MD: 0%; FBPA coupling cs: 1; Chronic BCR inh: -1%; Giardia killer: -12; S-ASM inh: -2%; B2AR arrestin: -0.1%; PKM2 activator: -1%; Menin-MLL TR inh: -11%

What do the screens show for `Cn1c(=O)c2c(-c3cccc(F)c3)c3c(nc2n(C)c1=O)-c1ccccc1C3O` (stereo not drawn)?
GALK inhibitor: -2%; Tb PFK inh: -1%; FBPA coupling cs: -1; Chronic BCR inh: 6%; B2AR arrestin: 0.0%; PKM2 activator: 6%; Menin-MLL TR inh: -12%

What do the screens show for `COCCNC(=O)C(c1ccc(C)o1)N(C(=O)c1snc(C(N)=O)c1N)c1cccc(C)c1` (stereo not drawn)?
TSG101-PTAP inh: -6%; GALK inhibitor: 2%; Tb PFK inh: 2%; Integrin act MD: 5%; FBPA coupling cs: 1; Chronic BCR inh: inconclusive; Giardia killer: -13; B2AR arrestin: 0.4%; PKM2 activator: 2%; Menin-MLL TR inh: -1%

Results for Cc1cc(NC(=O)CSc2[nH]c(=O)cc(C(F)(F)F)c2C#N)no1 ?
TSG101-PTAP inh: -1%; Tb PFK inh: -3%; Integrin act MD: -14%; Chronic BCR inh: 5%; Giardia killer: 4; S-ASM inh: 8%; B2AR arrestin: -0.5%

What do the screens show for `Cc1cccc(C)c1OCc1cc(C(=O)N2CCN(c3ccc(F)cc3)CC2)no1`?
TSG101-PTAP inh: -5%; GALK inhibitor: 4%; Tb PFK inh: -4%; Integrin act MD: -3%; Chronic BCR inh: inconclusive; Giardia killer: -15; S-ASM inh: -1%; B2AR arrestin: 0.4%

Results for CC(=O)c1cccc(NC(=O)CNC(=O)Cc2cccc3ccccc23)c1 ?
TSG101-PTAP inh: -1%; Tb PFK inh: 1%; Integrin act MD: 17%; Chronic BCR inh: -2%; Giardia killer: 3; S-ASM inh: -1%; B2AR arrestin: -0.4%

Results for Cc1onc(-c2ccccc2)c1C(=O)N1CCCSC1=Nc1ccccc1 ?
TSG101-PTAP inh: -6%&-2%; GALK inhibitor: 0%; Tb PFK inh: 3%; Integrin act MD: inconclusive; FBPA coupling cs: 11; Chronic BCR inh: -2%; Giardia killer: 32&1[activator]; S-ASM inh: 3%&-2%; B2AR arrestin: -0.1%; PKM2 activator: 8%; Menin-MLL TR inh: -6%

How did c1csc(Cn2nnnc2CN2CCN(c3nc4ccccc4s3)CC2)c1 do in these assays?
TSG101-PTAP inh: -5%; GALK inhibitor: 0%; Tb PFK inh: 0%; Integrin act MD: -14%; FBPA coupling cs: 0; Chronic BCR inh: inconclusive; Giardia killer: 4; S-ASM inh: inconclusive; B2AR arrestin: -0.5%; PKM2 activator: -2%; Menin-MLL TR inh: 1%

How did CN1CCN(S(=O)(=O)c2cccc(C(=O)N3CCN(c4ccccc4F)CC3)c2)CC1 do in these assays?
TSG101-PTAP inh: -1%; Tb PFK inh: -17%; Integrin act MD: 2%; Chronic BCR inh: -3%; Giardia killer: 7; S-ASM inh: 6%; B2AR arrestin: -1.0%

How did CCCN(C(=O)c1cn(CC)c2nc(C)ccc2c1=O)c1c(N)n(Cc2ccccc2)c(=O)[nH]c1=O do in these assays?
TSG101-PTAP inh: 0%; GALK inhibitor: 1%; Tb PFK inh: -2%; Integrin act MD: 35%; FBPA coupling cs: 1; Chronic BCR inh: -6%; Giardia killer: -13; S-ASM inh: 11%; B2AR arrestin: 0.0%; PKM2 activator: 3%; Menin-MLL TR inh: 7%

Results for CCCCOc1ncnc2c1[nH]c1ccc(C)cc12 ?
TSG101-PTAP inh: -3%; GALK inhibitor: -1%; Tb PFK inh: 0%; Integrin act MD: 0%; FBPA coupling cs: -3; Chronic BCR inh: inconclusive; Giardia killer: -12; S-ASM inh: -1%; B2AR arrestin: 0.1%; PKM2 activator: 5%
